Bioassay records as filed in PubChem.
HSF1 inhib: HSF1 inhibitors in luciferase reporter cells, primary screen, cell-based, NIH3T3, luminescence; activity change, negative = inhibition, % at 7.5 µM (by protocol); NIH3T3-HGL HSE-luciferase, MG132-induced, luminescence 8 h; stronger effect = lower value; hit rate 0.77% among 300,000;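 active = more than half of replicate wells show activity change below -50%, luminescence cut by over half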;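 also: luciferase reports HSF-1 transcriptional activity via heat shock element; 0% = median of DMSO wells and -100% = zero luminescence signal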
GSK3 alpha inh: blockers of GSK3A enzyme activity – biochemical, luminescence, cell-free homogeneous, HTS, primary screen | GSK-3 alpha kinase, ADP-Glo luminescence, 60 min | inhibition, % at 10 µM | hit rate 0.1% among 320,000 | Glycogen synthase kinase-3 alpha (Homo sapiens), P49840;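 in the data active = inhibition above about 50%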;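 also: GST-tagged GSK-3 alpha with peptide substrate and 25 µM ATP; 0% = DMSO neutral wells and 100% = GW8510 positive control wells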
Target sequence (P49840 whole entry, looked up): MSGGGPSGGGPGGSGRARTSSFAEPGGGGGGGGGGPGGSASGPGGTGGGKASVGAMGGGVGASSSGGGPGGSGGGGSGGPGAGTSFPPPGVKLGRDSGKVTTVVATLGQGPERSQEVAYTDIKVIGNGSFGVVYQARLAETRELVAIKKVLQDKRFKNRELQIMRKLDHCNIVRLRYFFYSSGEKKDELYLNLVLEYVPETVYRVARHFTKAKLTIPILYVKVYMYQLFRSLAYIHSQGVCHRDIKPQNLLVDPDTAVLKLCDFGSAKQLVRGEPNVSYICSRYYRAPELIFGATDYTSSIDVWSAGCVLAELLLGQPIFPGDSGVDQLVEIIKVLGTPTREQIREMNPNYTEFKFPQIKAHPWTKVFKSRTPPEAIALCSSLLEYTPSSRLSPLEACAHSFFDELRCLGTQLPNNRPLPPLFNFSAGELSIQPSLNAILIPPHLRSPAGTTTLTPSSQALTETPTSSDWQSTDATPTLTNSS
AI-2 QS mod: Vibrio harveyi AI-2 quorum sensing modulators, primary screen, JMH597 strain, luminescence/OD600 ratio; Vibrio harveyi JMH597 AI-2 luminescence/OD600 ratio, 9 h; stronger effect = lower value; strain lacks LuxN and CqsS sensors; 0 = neutral-control median; hit rate 0.4% among 300,000; activity change, % at 7.5 µM; AID 2094, 2009; in the data active = activity change below about -75%, passing the limit was not always enough;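 also: luminescence divided by OD600 gain over 9 h not by final OD600 alone; inactives centre near 13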
GSK3beta inhib: human GSK3beta kinase inhibitors, primary screen, biochemical, cell-free homogeneous, HTS; Glycogen synthase kinase-3 beta (Homo sapiens), P49841; GST-GSK3beta kinase, ADP-Glo luminescence, 60 min; stronger effect = lower value; activity score (negative = inhibition), % at 10 µM; hit rate 0.038% among 300,000;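 active = more than half of replicate wells score below -50%, meaning over 50% inhibition versus plate controls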;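 also: 0% = median DMSO wells and -100% = median GW8510 positive control wells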
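Test system: GST-fused GSK3beta enzyme, cell-free | Quantity: 1.6 ng GST-GSK3beta enzyme per well | Reagent: 25 µM ATP with peptide substrate | Schedule: 60 min enzyme reaction, room temperature | Signal: Luminescent ADP-Glo measurement of ADP formed | Read-out basis: Score relative to plate controls | Control set: DMSO and 20 µM GW8510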
HSP90 refold inh: HSP90 inhibitors, primary screen, cell lysate, luminescence | Heat shock protein HSP 90 (rabbit reticulocyte lysate; luciferase refolding) | hit rate 0.91% among 290,000 | Rabbit reticulocyte lysate, luciferase refolding luminescence, 3 h | inhibition, % at 5.6 µM;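 active = inhibition above the screen-wide mean plus 3 SD, computed separately per campaign, cut at about 16% in these data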;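 also: 0% = DMSO wells and 100% = 60 µM geldanamycin wells; inhibitors lower the luminescence because luciferase stays unfolded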
HDAC3 inhib: HDAC3 deacetylase inhibitors, primary screen, biochemical, fluorescence, cell-free homogeneous; inhibition, % at 8.3 µM; recombinant HDAC3, fluorogenic peptide/trypsin coupled; hit rate 0.15% among 320,000; Histone deacetylase 3 (Homo sapiens), O15379; in the data active = inhibition above about 26%, passing the limit was not always enough
Target sequence (O15379 whole entry, looked up): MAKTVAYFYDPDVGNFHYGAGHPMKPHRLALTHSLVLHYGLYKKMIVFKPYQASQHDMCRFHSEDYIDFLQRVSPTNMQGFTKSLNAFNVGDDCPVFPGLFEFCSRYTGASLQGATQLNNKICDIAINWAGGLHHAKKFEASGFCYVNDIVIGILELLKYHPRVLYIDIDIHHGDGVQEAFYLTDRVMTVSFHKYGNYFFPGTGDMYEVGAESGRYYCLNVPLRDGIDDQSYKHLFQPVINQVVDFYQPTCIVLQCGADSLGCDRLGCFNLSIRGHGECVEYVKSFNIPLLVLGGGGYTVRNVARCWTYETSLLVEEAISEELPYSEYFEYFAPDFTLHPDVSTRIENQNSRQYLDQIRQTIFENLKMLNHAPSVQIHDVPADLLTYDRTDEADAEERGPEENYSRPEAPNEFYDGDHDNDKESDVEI
Platelet DG rel: inhibitors of platelet dense granule secretion, primary screen, cell-based, MLPCN, human platelets; human platelet-rich plasma, SFLLRN dense granule ATP release, luminescence; inhibition, %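 (compounds screened at 7.5 µM in platelet-rich plasma)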; hit rate 0.22% among 300,000;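 active = mean replicate score, as percent of positive control, at or above 50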
PolyA inhibitor: polyadenylation inhibitors in yeast reporter cells, primary screen, luminescence, S. cerevisiae; hit rate 0.02% among 300,000; calls only at 12 µM; AID 1875, 2009; S. cerevisiae SKY197-pL101 polyadenylation reporter, beta-gal luminescence; efflux-impaired pdr1/pdr3 knockout yeast; score 100 = 6 SD above DMSO;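 active = lowest replicate activity score at least 50, where 100 means six control SD above control mean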;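 also: yeast exposed to compound for 9 h at 30 °C; higher score means more reporter readthrough which indicates perturbed polyadenylation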
HSF1 activator: HSF-1 activators, primary screen, NIH3T3-HGL cells, MG132 stress, luminescence, single point; hit rate 1.7% among 300,000; NIH3T3-HGL HSF-1 luciferase reporter, 8 h; 100% = twice DMSO control signal; activation, % at 9 µM;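 active = mean replicate activation of at least 50% with a set share of replicates each reaching 50%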;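 also: 0% = median of the neutral control wells and 100% = twice that signal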
DYRK1A inh: rat Dyrk1A kinase inhibitors, primary screen, biochemical, single point, plate reader; ADP-Glo luminescence, NFATc1 peptide; hit rate 0.43% among 310,000; inhibition, % at 12.5 µM; Dual specificity tyrosine-phosphorylation-regulated kinase 1A (Rattus norvegicus), Q63470; in the data active = inhibition above about 50%;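 also: plate controls were vehicle with enzyme for no effect and no enzyme for full effect; many of its hits are not listed in these tables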
Numbers without * were called inactive; i = inactive; / = not tested or not shown; & = joins results of further samples. Only part of the results is shown; rates above refer to the full screens.

Below each SMILES: HSF1 inhib	GSK3 alpha inh	AI-2 QS mod	GSK3beta inhib	HSP90 refold inh	HDAC3 inhib	Platelet DG rel	PolyA inhibitor	HSF1 activator	DYRK1A inh
1: CCOCCCNC(=O)C1(O)c2cc(Br)ccc2NC(=O)N1c1cccc(OC)c1 (stereo not given)
  -6	-1	20	0	-5	-4	0	i	22	-1
2: COc1cc(/C=C2\C(=O)ON=C2c2ccc(Cl)cc2)ccc1O
  1	-1	31	4	/	9	-2	i	7	/
3: Cc1ccc2cccc(NC(=S)NC(=O)c3ccn(C)n3)c2n1
  10	0	30	-1	2	-1	2	i	15	13
4: O=C(Nc1cccc(C(=O)O)c1)/C(=C\c1ccco1)NC(=O)c1ccc(Br)o1
  -8	-3	17	-3	2	14	15	i	1	0
5: CCCN1CCC(=O)N([C@H](CSc2ccccc2)CC(C)C)CC1
  -2	0	25	1	4	3	0	i	2	-3
6: CC1(C)S[C@@H]2[C@H](NC(=O)Cc3ccccc3)C(=O)N2[C@H]1C(=O)O
  2&-5	1&0	2&1	2&3	0&-2	3&2	3&4	i	-7&-11	7&0
7: CCOC(=O)N1CCN(C(=O)C(C)NC(=O)c2ccco2)CC1 (stereo not given)
  -9	/	4	-1	3	-4	1	i	-16	-3
8: O=C(Nc1ccc(C(=O)O)cc1)Nc1ccc([N+](=O)[O-])cc1
  -3	-2	21	1	-7	7	-1	i	-13	32
9: Cc1noc(C)c1C(=O)Nc1sc(C)c(C)c1C#N
  9	-1	16	-2	4	6	-3	i	8	13
10: O=C(CSCc1ccc(Cl)cc1)N/N=C/c1ccco1
  -2	4	8	-1	1	4	2	i	-11	0
11: COCC(C)n1c(C)cc(C(=O)CSc2nnc(Nc3ccccc3F)s2)c1C (stereo not given)
  3	/	15	-1	0	4	2	i	17	1
12: CCN(CC)C(=O)COC(=O)c1cc(-c2ccc(OC)cc2)nc2ccccc12
  16	1	10	2	5	-1	-1	i	-2	3
13: CCN1CCN(c2ccc(S(=O)(=O)N3CCCCC3)cc2NC(=O)/C=C/c2cccc(OC)c2OC)CC1
  1	-3	24	-1	3	1	1	i	-15	4
14: CCOC(=O)c1nnn(-c2nonc2-n2cccc2)c1CN1CCC(C(=O)OCC)CC1
  9	-4	9	6	0	11	-5	i	1	-1
15: Cc1ncc([N+](=O)[O-])n1CC(=O)NC(C)(C)C
  -6	/	18	-2	0	/	-13	i	-14	6
16: O=C(CCCn1c(=S)[nH]c2cc3c(cc2c1=O)OCO3)N1CCN(C2CCCCC2)CC1
  -7	1	24	-1	3	15	11	i	4	-3
17: COc1cccc(C(=O)Nc2ccc(F)c(F)c2F)c1
  5	-1	21	1	0	-7	2	i	24	51*
18: Cc1ccc(NC(=O)Nc2ccccc2C(=O)NCc2ccccc2)cc1
  14	-1	-3	1	1	-3	7	i	25	0
19: CCCc1nc2ccc([N+](=O)[O-])cc2[nH]1
  4	1	31	-2	0	3	-5	i	-1	7
20: O=C(Oc1coc(CSc2ncccn2)cc1=O)c1ccc(Br)o1
  -1	/	19	1	4	/	9	/	-18	4
21: CC1CCN(C(=O)COC(=O)CCc2c[nH]c3ccccc23)CC1
  4	1	8	0	0	-1	-5	i	19	-2
22: COCCN(C(=O)c1ccccc1)c1nc(-c2ccc(OC)cc2)cs1
  -1	1	12	1	6	1	0	i	12	/
23: O=C(COc1ccc(Br)cc1)Nc1nnc(-c2cccnc2)s1
  -2	1	18	1	0	/	-10	i	2	/
24: COc1ccc(N2CCN(C(=O)COc3ccc4c(C)c(C)c(=O)oc4c3C)CC2)cc1
  -3	-2	16	-8	0	-2	3	i	6	5
25: CN1CCN(c2ccccc2NC(=O)c2ccc(-c3ccc(Cl)c(Cl)c3)o2)CC1
  0	-3	23	2	0	1	2	i	9	12
26: O=C(O)c1cc(-c2ccc(/C=N/N3C(=O)C4C5C=CC(C6CC56)C4C3=O)o2)ccc1Cl (stereo not given)
  5	-2	13	2	-4	7	1	i	-3	-5
27: COc1ccccc1N1CCN(CC(=O)NCCc2ccc(S(N)(=O)=O)cc2)CC1
  3	-1	10	3	-2	1	-1	i	-2	-5
28: Cc1cc(O)c(C=Nc2cccc(Cl)c2)c(=O)o1
  16	/	21	-2	-3	/	-18	i	22	5
29: N#CC1=C(N)C2=CCCC[C@H]2[C@H](c2ccc(Br)cc2)C1(C#N)C#N
  /	2	/	/	-6	0	/	/	/	-6
30: O=C(N/N=C/c1ccc(O)cc1)c1csc2c1CCCC2
  7	-6	-22	0	-1	-8	-4	i	17	6
31: COc1cccc(NC(=O)c2ccc(NC(=O)C3CC(=O)OC34CCCCC4)cc2)c1 (stereo not given)
  15	-2	8	3	-4	5	23	i	9	7
32: COc1ccc(NS(=O)(=O)c2ccc(NC(=O)C3CC3)cc2)cc1
  -3	-2	1	0	-2	-3	-4	i	11	-6
33: CC(=O)Nc1ccc(NC(=O)C(C)Sc2nc3ccccc3c(=O)n2Cc2ccco2)cc1 (stereo not given)
  -7	-5	3	1	/	4	3	i	-2	7
34: COC(=O)CCSCC(=O)Nc1ccc(S(=O)(=O)N2CCOCC2)cc1OC
  -1	-2	-1	-1	5	0	-17	i	-1	-4
35: COC(=O)c1ccc(N2C(=O)Nc3ccccc3N2O)cc1
  -35	-1	14	2	8	-2	2	i	-40	0
36: CCOc1ccc(OCC)c(S(=O)(=O)NNC(=O)c2c(C)nc3ccccn23)c1
  4	0	20	3	-4	0	5	i	-9	1
37: CCCCn1c(=O)[nH]c(=O)c2c(C(=O)OCC)cc(-c3cccs3)nc21
  0	-1	9	0	0	-3	-5	i	-4	-2
38: CSc1ccc(CNC(=O)C(C)n2nc(C)c3c(C)n(-c4ccccc4)nc3c2=O)cc1 (stereo not given)
  -2	-2	8	0	4	0	4	i	-1	-2
39: CCN(c1ccccc1)S(=O)(=O)c1ccc(F)cc1
  -3	-3	32	1	0	0	-3	i	15	1
40: CCC(CC)c1nnc(NC(=O)c2cccnc2SC)s1
  8	0	11	-1	0	1	-1	i	26	-4
41: COc1ccc(N(CC(=O)NCc2ccco2)S(C)(=O)=O)cc1
  -1	-2	-5	-1	2	2	0	i	-6	-7
42: NC(=S)N/N=C/c1ccc(-c2cc(Cl)cc(Cl)c2)o1
  -3	-1	25	4	-4	8	0	i	-1	-4
43: COc1cccc(NC(=O)CN(C)C(=O)/C=C/c2cc(OC)ccc2OC)c1
  -2	-1	-2	-2	-1	-8	5	i	16	-2
44: Cc1cccc(C)c1NC1=C(Cl)C(=O)OC1OC(=O)c1ccccc1 (stereo not given)
  -4	-2	34	3	2	5	1	i	-4	-3
45: CC(CN1CCCCC1)C(=O)NNC(=O)C12CC3CC(CC(C3)C1)C2 (stereo not given)
  4	-3	22	1	4	3	2	i	11	-3
46: COc1ccc(CNc2cc(C)nc3ncnn23)c(OC)c1
  3	9	16	-7	-1	-3	0	i	6	3
47: CC(/C=N/NC(=O)c1ccc(Br)cc1)=C\c1ccccc1
  0	0	20	4	3	3	14	i	1	-3
48: O=c1c2[nH]c3ccc(F)cc3c2nc2n1CCS2
  5	0	10	-9	-1	0	6	i	13	6
49: O=C(Nc1nccs1)c1cc(S(=O)(=O)N2CCOCC2)ccc1Cl
  2	-5	-1	0	/	-7	0	i	-23	-5
50: CCCC(=O)Nc1cc(-c2nn(C)c(=O)c3ccccc23)ccc1N1CCOCC1
  10	-1	-7	-3	-1	2	-1	i	27	0
51: COC(=O)N/N=C/c1ccc(-c2ccc(Cl)cc2Cl)o1
  -1	0	12	-2	-1	-8	2	i	13	2
52: COc1ccc(NC(=O)COC(=O)/C=C/c2ccccc2[N+](=O)[O-])cc1
  -9	1	3	0	0	-1	13	i	-4	1
53: COCCCN(Cc1ccco1)C(=O)c1cc2c(s1)-c1ccc(Cl)cc1S(=O)(=O)C2
  -7	0	8	-3	1	1	9	i	-8	-1
54: Cc1ccc(CSc2nc3ccsc3c(=O)n2Cc2ccccn2)cc1
  2	/	18	2	4	/	4	i	22	0
55: O=C(c1ccco1)N1CCN(C(=O)c2ccc(CS(=O)c3ccc(Cl)cc3)o2)CC1 (stereo not given)
  1	-3	2	2	-5	0	19	i	10	-4
56: CCOC(=O)C1(CCc2ccccc2)CCN(C(=O)c2cccc(C)n2)CC1
  5	-1	14	-1	6	0	3	i	12	1
57: CCCn1c(=O)c(-c2nc3ccccc3[nH]2)c(O)c2ccccc21
  -3	1	7	3	-2	-21	3	i	3	0
58: CCc1ccc(NC(=O)C(=O)NNC(=O)c2cccs2)cc1
  15	-1	16	2	-1	-2	0	i	7	2
